# Pf growth 96h: P. falciparum growth inhibition at 96 hours; P. falciparum luciferase reporter growth, 96 h; Potency, µM (series often up to 28.7 µM), for the others: at the top dose activity change, negative = inhibition, most hits filed as inhibitors; hit rate 6.9% among 320,000; AID 504834; note: potency is the fitted concentration of half-maximal effect; % is set by controls: 0 for no effect and ±100 for the full control effect
#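 P. falciparum expressing integrated firefly luciferase, in erythrocytes at 2% hematocrit, 0.05% parasitemia, incubated with compounds 96 h at 37 C, 5% CO2. Growth inhibition read as loss of luminescence; two-generation exposure targets delayed-death apicoplast inhibitors.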
# Pf growth 48h: inhibits P. falciparum growth in the first generation, 48 h. Potency, µM (top dose mostly 28.7 µM), without a hit: at the highest dose activity change, negative = inhibition, actives largely listed as inhibitors. P. falciparum luciferase growth in erythrocytes, 48 h. hit rate 5.9% among 310,000; note: potency is the fitted concentration of half-maximal effect; % is set by controls: 0 for no effect and ±100 for the full control effect
#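 First compound was added to culture medium, then infected red cells at 0.1% parasitemia and 2% hematocrit (final). After incubation at 37 C under 5% CO2, luciferase detection reagent was dispensed and light output recorded.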
# CHX counter: counter-screen hit for Shiga toxin inhibitors, cycloheximide; cell reporter, cycloheximide protein synthesis inhibition counterscreen; max response, %; hit rate 12% among 300,000; in the data active = max response mostly above about 13%, no sharp cut-off; inactive = mostly below about 14%; note: read at 38.3 µM for the half of the compounds with a filed dose; 0% is about no effect
# Shiga inhibitor: Shiga toxin inhibition | AID 2315 | hit rate 9.2% among 290,000 | Vero cells, Shiga toxin protein synthesis inhibition reporter | inhibition, % at 38.7 µM; in the data active = inhibition mostly above about 28%, no sharp cut-off; inactive = mostly below about 43%; note: 0% is about no effect
# FBPA Giardia inh: blocks Giardia fructose-bisphosphate aldolase activity | Potency, µM (series often up to 59.6 µM), inactives show at the top dose activity, negative = inhibition, actives largely listed as inhibitors | hit rate 0.71% among 290,000 | A8B2U2 | purified Giardia FBPA; note: potency is the fitted concentration of half-maximal effect; % is set by controls: 0 for no effect and ±100 for the full control effect; nearly all actives have a fitted effect of over 55% in size
# Target sequence (A8B2U2 whole entry, looked up): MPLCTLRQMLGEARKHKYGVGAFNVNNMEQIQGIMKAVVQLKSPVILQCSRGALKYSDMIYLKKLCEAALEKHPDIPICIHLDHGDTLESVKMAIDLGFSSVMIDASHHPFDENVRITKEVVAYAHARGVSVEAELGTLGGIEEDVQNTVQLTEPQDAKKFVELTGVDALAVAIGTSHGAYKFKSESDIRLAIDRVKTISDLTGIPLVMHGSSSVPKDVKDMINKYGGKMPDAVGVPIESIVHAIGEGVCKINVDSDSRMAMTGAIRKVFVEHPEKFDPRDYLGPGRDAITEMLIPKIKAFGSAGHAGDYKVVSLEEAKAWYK
#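 40 nM FBPA preincubated 10 min at RT with compound (up to 57.5 uM final), then substrate plus GAPDH/TPI/NAD/arsenate coupling and diaphorase/resazurin added. Fluorescence read after 20 min at RT, 525/598 nm.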
# Sm TGR block: S. mansoni TGR enzyme inhibition. Q962Y6. purified TGR, DTNB reduction, TNB absorbance 405 nm. Potency, µM (titrated, usually from 114 µM), for inactives: at the top dose activity change, negative = inhibition, usual class: inhibitors. hit rate 3% among 360,000. AID 485364; note: potency is the fitted concentration of half-maximal effect; % is set by controls: 0 for no effect and ±100 for the full control effect; nearly all actives have a fitted effect of over 60% in size
#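 First, TGR (20 nM dispensed) and NADPH were mixed with compound. Second, a 15 min room-temperature incubation followed. Third, further NADPH and then DTNB were added to start the reaction. Finally, TNB absorbance was monitored kinetically.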
# Active calls of the source: *; ? = inconclusive; . = not tested or not shown; & = joins results of further samples; [ ] = dose if it differs, or a comment. Unless noted, calls come from the whole dose curve; as a rule, active = well fitted curve in the direction sought with a large enough effect; inconclusive = small, poorly fitted or top-dose-only effect, or another doubt; inactive = no such curve, though single readings can be large; an effect the other way counts as inactive or inconclusive.
SMILES,Pf growth 96h,Pf growth 48h,CHX counter,Shiga inhibitor,FBPA Giardia inh,Sm TGR block
Cc1ccnc(N2CCN(C(=O)CSc3nc4ccccc4nc3N3CCCCC3)CC2)c1,74%[activator],13µM*,-6,-5,-9%,0%
O=C(CCSc1ccc(Cl)cc1)NN=C1CCCCCC1,-27%,-20%,12,-6,0%,-1%
COc1ccccc1CN1C(=O)CNC1=S,13%,9%,8,-4,-12%,0%
CC(NCc1ccc2c(c1)OCO2)C(=O)NC1CCCCC1 (configuration not stated),?,8%,-1,-6,-1%,-1%
CN(CC(=O)Nc1ccc(F)cc1[N+](=O)[O-])Cc1ccccc1,16%,25%,16,25,2%,2%
CC(C)NC(=O)C1CCCN(S(=O)(=O)c2cccs2)C1 (configuration not stated),7%,54%[activator],-3,0,7%,3%
CS(=O)(=O)NCCSCc1c(F)cccc1Cl,-11%,20%,1,-3,-3%,-29%
O=C(CCNC(=O)c1ccc(Br)cc1)Nc1cc(Cl)ccc1-n1cncn1,-8%,-7%,.,.,.,-4%
CCNCC(O)c1cccc(O)c1 (configuration not stated),39%[activator],23%,-2,-3,-15%,-15%
COc1cc(/C=N/NC(=O)c2cccnc2)ccc1OCC(=O)Nc1ccccc1Cl,?,?,22,7,1%,-5%
c1cc(C2N3CCCN2CC3)ccn1 (configuration not stated),35%[activator],-11%,-1,-10,2%,9%
Cc1cc(Nc2ccc(F)c(Cl)c2)n2ncnc2n1,?,?,-4,-2,-5%,1%
Cc1c([N+](=O)[O-])c(C(=O)NC2CCCC2)nn1C,1%,-8%,0,-11,6%,-3%
O=C(Nc1cccc(C(F)(F)F)c1)c1c(O)c2ccccc2[nH]c1=O,15µM*,28%,-6,25,8%,16%
Cc1ccc(F)cc1NC(=O)N1CCN(C2c3ccccc3-c3ccccc32)CC1,?,?,-2,12,0%,-3%
CCOC(=O)c1c(C)[nH]c(=S)c(C#N)c1-c1ccc(OC)cc1,.,?,-1,18,26%,7%
COc1ccc(N=Nc2n(C)c3ccccc3[n+]2C)cc1,0.52µM*,0.74µM*,-2,-19,?,5µM*
CN(C)C(=O)c1snnc1-c1ccccc1,11%,.,-1,17,-2%,-6%
Cc1nc(S(=O)(=O)c2ccc(Cl)cc2)nc2c1CCC2,-2%,2%,13,-8,2%,-13%
COc1ccc(C(CNC(=O)c2ccc(OCc3c(C)noc3C)cc2)N2CCCC2)cc1 (configuration not stated),3.7µM*,4.7µM*,.,.,.,-24%
O=[N+]([O-])c1ccc(/C=N/Nc2nc(NCc3ccccc3)nc(N3CCOCC3)n2)cc1,16%,13µM*,7,-8,0%,2%
C/C(=N/N1CCN(c2ccccn2)CC1)c1cccc([N+](=O)[O-])c1,-13%,23%,15*,22,2%,-15%
CCCCn1c(SCC2CCCCO2)nc2cc(S(N)(=O)=O)ccc21 (configuration not stated),?,-20%,-1,-6,1%,0%
Cc1ccc(C)c(N2C(=O)C3C4C=CC(CC4)C3C2=O)c1 (configuration not stated),-12%,?,-2,.,1%,?
Cc1nc2ccccc2cc1OCc1ccccc1,76%[activator],48%[activator],46*,22,-4%,10%
O=S(=O)(NC1=NCCCCCC1)c1cccs1,-7%,3%,-5,29,2%,0%
CNC(=O)C1CC(=O)N(Cc2ccc3c(c2)OCO3)C(=Nc2ccc(F)cc2)S1 (configuration not stated),6.6µM*,-13%,-4,-2,-2%,?
CS(=O)(=O)N(CC(=O)Nc1ccc(C(N)=O)cc1)C1CCCCC1,-13%,.,6,-7,5%,-10%
CCNc1nc(OC)nc(Oc2ccc(=O)n(-c3ccccc3)n2)n1,0%[5.75 µM],0.93µM*,7,5,5%,2%
COc1ccc(C2=NS(=O)(=O)N(C)C(C(=O)Nc3cc(OC)c(OC)c(OC)c3)=C2)cc1,32%[activator],-29%,5,4,.,-1%
COc1ccccc1OCc1nnc(SCC(=O)NCc2ccco2)n1-c1ccccc1,5%,-17%,12*,9,-1%,-18%
COc1ccc(/C=N/NC(=O)c2ccn[nH]2)cc1COc1ccc([N+](=O)[O-])c(C)c1,?,?,35*,55*,-2%,6%
CNC(=S)Nc1ccc2[nH]c(=O)[nH]c2c1,11%,15%,7,-5,-16%,-15%
NC(=O)c1ccc(NC(=O)COC(=O)c2cc([N+](=O)[O-])ccc2N2CCOCC2)cc1,-15%,2%,.,.,.,-1%
O=C(CCCc1ccccc1)NC12CC3CC(CC(C3)C1)C2,-15%,38%[activator],46*,.,-5%,-15%
C=CCOc1ccc(/C=C2/C(=N)N3N=C(CC(=O)N4CCCC4)SC3=NC2=O)cc1OC,24%,13%,-4,-2,-29%,1%
CCCCC(=O)NC(=S)NNC(=O)CC#N,.,-3%,-2,34,-15%,3%
CCOC(=O)C1CCN(C(=O)c2cc(-c3ccncc3)nc3ccccc23)CC1,-21%,0%,.,.,.,-2%
Cc1ccc([N+](=O)[O-])cc1S(=O)(=O)NCCc1c(C)[nH]c2ccccc12,?,-18%,12,-11,4%,-6%
O=c1c2ccccc2c(/C=N/NS(=O)(=O)c2ccccc2)c(O)n1-c1ccccn1,41%[activator],-10%,-5,-5,-8%,-17%

# Only CHX counter, for two of the compounds above:
SMILES	CHX counter
CCNCC(O)c1cccc(O)c1 (configuration not stated)	-2
COc1cc(/C=N/NC(=O)c2cccnc2)ccc1OCC(=O)Nc1ccccc1Cl	22

# Later entries:
SMILES,Pf growth 96h,Pf growth 48h,CHX counter,Shiga inhibitor,FBPA Giardia inh,Sm TGR block
Cc1ccc(S(=O)(=O)N(C)C)cc1NC(=O)COC(=O)c1ccc2c(c1)NC(=O)CS2,7%,11%,-1,13,2%,0%
O=C(O)c1cccc2sc3cc(Cl)ccc3c(=O)c12,29%,39%[activator],.,.,.,-23%
CCC1C=C(c2ccccc2)C=CN=C1N(CC)CC (configuration not stated),?,-19%,0,18,3%,-2%
O=C(N/N=C/c1cccnc1)c1cc(-c2ccc(Br)cc2)nc2ccccc12,18%,-15%,12,11,.,-8%
CCc1cc(=O)oc2cc(OCc3ccc(C(=O)O)o3)ccc12,67%[activator],92%[activator],15*,28,7%,?
Cc1cccc(C)c1NC(=O)NNC(=O)c1cc(C(C)(C)C)nn1Cc1ccccc1,?,?,-2,2,7%,8%
Cc1ccc(N2CC(NS(=O)(=O)c3cccnc3)CC2=O)cc1 (configuration not stated),-3%,15%,.,.,.,-24%
O=C(c1cc2ccccc2o1)N1CCN(C/C=C/c2ccccc2)CC1,?,-19%,-3,-10,0%,-2%
O=C(Cc1ccsc1)NCc1ccccc1F,?,-75%,4,-23,.,-13%
CCOc1ccc(N(C(=O)/C=C/C(=O)Nc2cc(C)on2)C(C(=O)NC2CCCC2)c2ccccc2C)cc1 (configuration not stated),?,?,-2,-12,-1%,-8%
CCOC(=O)C1(CCOC)CCN(Cc2nc(C(C)C)cs2)CC1,95%[activator],-3%,30*,68*,-4%,-33%
NC(=S)N/N=C/c1ccccc1,?,8%,-5,-13,?,3%
O=C(CCc1nc(-c2ccccc2Cl)no1)Nc1cccnc1,0%,14%,-2,-5,12%,0%
COc1cccc(-c2csc(N3CCN(C(=O)Nc4ccc(F)cc4)CC3)n2)c1,4%,?,5,34*,2%,8%
Cc1ccc(N2CCN(S(=O)(=O)N3CCCCC3)CC2)cc1C,23%,21%,0,17,6%,0%
COCCn1c(=O)c2c(nc3n2CC(C)CN3Cc2ccccc2)n(C)c1=O (configuration not stated),?,?,-6,20,-1%,-3%
Cc1ccc2nc(-c3cccc(N)c3)oc2c1,.,147%[activator],10,7,6%,6%
COc1ccc(NC(=O)CSc2nc3ccccc3nc2N2CCOCC2)c(OC)c1,13%,-24%,-4,6,15%,3%&5%
CCOc1ccc(CC2c3cc(OCC)c(OCC)cc3CCN2C(=O)c2cc(OC)c(OC)c(OC)c2)cc1OCC (configuration not stated),1.3µM*,1.5µM*,-3,2,-9%,11%
O=C(NCc1ccc(Cl)cc1)c1n[nH]c([N+](=O)[O-])c1Cl,-8%,?,45*,61*,-8%,.

# A second format for some results above:
SMILES | Pf growth 96h | Pf growth 48h | CHX counter | Shiga inhibitor | FBPA Giardia inh | Sm TGR block
Cc1ccc(N2CC(NS(=O)(=O)c3cccnc3)CC2=O)cc1 (configuration not stated) | -3% | 15% | . | . | . | -24%
O=C(c1cc2ccccc2o1)N1CCN(C/C=C/c2ccccc2)CC1 | ? | -19% | -3 | -10 | 0% | -2%
O=C(Cc1ccsc1)NCc1ccccc1F | ? | -75% | 4 | -23 | . | -13%
CCOc1ccc(N(C(=O)/C=C/C(=O)Nc2cc(C)on2)C(C(=O)NC2CCCC2)c2ccccc2C)cc1 (configuration not stated) | ? | ? | -2 | -12 | -1% | -8%
CCOC(=O)C1(CCOC)CCN(Cc2nc(C(C)C)cs2)CC1 | 95%[activator] | -3% | 30* | 68* | -4% | -33%
NC(=S)N/N=C/c1ccccc1 | ? | 8% | -5 | -13 | ? | 3%
O=C(CCc1nc(-c2ccccc2Cl)no1)Nc1cccnc1 | 0% | 14% | -2 | -5 | 12% | 0%
COc1cccc(-c2csc(N3CCN(C(=O)Nc4ccc(F)cc4)CC3)n2)c1 | 4% | ? | 5 | 34* | 2% | 8%
Cc1ccc(N2CCN(S(=O)(=O)N3CCCCC3)CC2)cc1C | 23% | 21% | 0 | 17 | 6% | 0%
COCCn1c(=O)c2c(nc3n2CC(C)CN3Cc2ccccc2)n(C)c1=O (configuration not stated) | ? | ? | -6 | 20 | -1% | -3%
Cc1ccc2nc(-c3cccc(N)c3)oc2c1 | . | 147%[activator] | 10 | 7 | 6% | 6%
COc1ccc(NC(=O)CSc2nc3ccccc3nc2N2CCOCC2)c(OC)c1 | 13% | -24% | -4 | 6 | 15% | 3%&5%
CCOc1ccc(CC2c3cc(OCC)c(OCC)cc3CCN2C(=O)c2cc(OC)c(OC)c(OC)c2)cc1OCC (configuration not stated) | 1.3µM* | 1.5µM* | -3 | 2 | -9% | 11%
O=C(NCc1ccc(Cl)cc1)c1n[nH]c([N+](=O)[O-])c1Cl | -8% | ? | 45* | 61* | -8% | .

# Continued.
SMILES,Pf growth 96h,Pf growth 48h,CHX counter,Shiga inhibitor,FBPA Giardia inh,Sm TGR block
O=C(NNS(=O)(=O)c1ccc2ccccc2c1)c1cccnc1,1%,9%,0,-4,0%,2%
O=C1Nc2ccccc2C12Nc1ccccc1S2 (configuration not stated),.,-9%,33*,103*,-14%,7%
O=C1CC(N2CCN(c3ccccc3Cl)CC2)C(=O)N1c1ccccc1 (configuration not stated),.,-8%,-1,-15,6%,45µM*
Cc1ccc(C(=O)NCCc2ccccc2)cc1N1CCCC1=O,?,33%[activator],13,26,.,-8%
Cc1cccc(NC(=O)C2CCCN(C(=O)Nc3ccccc3)C2)c1C (configuration not stated),?,12%,-1,1,1%,1%
COc1ccc(/C=C/C(=O)NCc2c(C)nn(C)c2C)cc1COc1ccc(Br)cc1,?,?,-1,-11,3%,13%
COCC(C)NS(=O)(=O)c1ccccc1 (configuration not stated),0%,10%,-3,-15,5%,.
COc1ccc(CCNC(=O)c2ccc(Br)cc2)cc1,38%,6%[0.00184 µM],-1,-9,-1%,-12%
Cc1ccccc1NC(=O)C1C2/C=C\CCCCC21 (configuration not stated),261%[activator],27%,-1,11,2%,4%
CC(C)c1ccc(/C=C2\SC(=S)N(CCC(=O)NCCCn3ccnc3)C2=O)cc1,?,?,61*,104*,.,-6%
COc1ccccc1NC(=O)Cc1nn(C)c(=O)c2ccccc12,-20%,?,-1,-5,1%,1%
CCOC(=O)c1c(NC(=O)c2ccco2)sc2c1CCCCC2,-3%,.,-1,-9,2%,0%

# Assay outcomes deposited in PubChem BioAssay by National Center for Advancing Translational Sciences (NCATS).
